TIM10 inh – growth inhibitors of isogenic TIM10 control yeast, primary screen, counter-screen for tim10-1 yeast inhibitor project, luminescence, uHTS; S. cerevisiae TIM10 strain growth, BacTiter-Glo luminescence, 24 h; AID 463195, 2010; inhibition, % at 10 µM; 330,000 tested, 1.4% active;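 active = inhibition of 40% or more at the single tested concentration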;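 also: wild-type TIM10 isogenic control strain grown at permissive 25 °C; 0% = DMSO yeast wells and 100% = minimal medium wells without yeast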
NLRP3 yeast inh – NALP3 inflammasome inhibitors in reconstituted yeast, primary screen, luminescence, uHTS; Yeast reconstituted NLRP3/ASC/caspase-1, beta-gal luminescence, 24 h; inhibition, % at 10 µM; 330,000 tested, 0.39% active; AID 2825, 2010;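 active = inhibition of 50% or more; inactive = inhibition below 50%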;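 also: plate controls were induced DMSO wells for no effect and uninduced yeast grown without galactose for full effect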
mIAP act – activators of mouse IAP, primary screen, biochemical, luminescence, uHTS; intestinal alkaline phosphatase [Mus musculus]; muIAP, CDP-Star luminescence, 30 min; stronger effect = higher value; 1 = vehicle-only enzyme signal, 0 = enzyme-free wells; activation factor at 10 µM; 330,000 tested, 0.24% active;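 active = activation factor of at least 2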; also: the source names both 10 and 20 µM as test concentration; values of inactives mirror those of a sister screen read the other way
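also added = chemiluminescent substrate CDP-Star | test system = mouse IAP enzyme | signal = chemiluminescence readout | compound = DMSO-dissolved test compounds | incubation = 30 min at room temperature | benchmarks = DMSO wells, no-enzyme wells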
tim10-1 inh – growth inhibitors of tim10-1 mutant yeast, primary screen, luminescence, uHTS. S. cerevisiae tim10-1 ts strain growth, BacTiter-Glo, 24 h. inhibition, % at 20 µM. 330,000 tested, 2.2% active. AID 463190, 2010;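 active = inhibition of at least 40%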;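 also: mutant grown at 25 °C; 0% = DMSO wells with yeast and 100% = wells holding no yeast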
APOBEC3G inh – APOBEC3G DNA deaminase inhibitors, primary screen, biochemical, fluorescence, single-stranded DNA substrate, uHTS; 330,000 tested, 0.28% active; DNA dC->dU-editing enzyme APOBEC-3G (Homo sapiens), Q9HC16; recombinant A3G, ssDNA deamination FAM/TAMRA fluorescence; AID 493012, 2011; inhibition, % at 20 µM;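 active = inhibition of at least 40% at 20 µM, with no more than 30% in the related APOBEC3A deaminase screen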;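 also: plate controls were DMSO wells with A3G for no effect and wells lacking A3G enzyme for full effect; some compounds called inactive have numbers as strong as hits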
Target sequence (Q9HC16 whole entry, looked up): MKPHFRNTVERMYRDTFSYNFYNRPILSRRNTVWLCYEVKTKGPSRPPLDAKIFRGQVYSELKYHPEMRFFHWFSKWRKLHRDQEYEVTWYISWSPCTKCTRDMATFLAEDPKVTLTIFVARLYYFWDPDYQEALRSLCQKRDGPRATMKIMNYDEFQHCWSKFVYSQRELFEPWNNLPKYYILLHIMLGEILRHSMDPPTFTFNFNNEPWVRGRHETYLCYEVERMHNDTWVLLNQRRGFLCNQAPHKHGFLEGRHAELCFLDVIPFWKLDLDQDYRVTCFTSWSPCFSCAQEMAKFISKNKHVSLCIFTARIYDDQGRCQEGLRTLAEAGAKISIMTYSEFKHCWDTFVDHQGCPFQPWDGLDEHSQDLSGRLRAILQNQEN
MIN6 prolif – inducers of MIN6 beta-cell proliferation, primary screen, ATP luminescence, uHTS. 330,000 tested, 0.29% active. MIN6 cells proliferation, ATPlite luminescence, 48 h; cells starved in 0.2% serum; 100% = growth in 10% serum. proliferation, % at 10 µM. AID 2380, 2010;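 active = compounds whose signal lies at least 3.5 SD above the mean of all wells on their plate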;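 also: 0% = DMSO-treated cells in low-serum medium and 100% = 10% serum control; some compounds called inactive have numbers as strong as hits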
hIAP inh – human IAP inhibitors, primary screen, biochemical, luminescence, uHTS. purified IAP, CDP-Star luminescence, 30 min. inhibition, % at 10 µM. 330,000 tested, 0.12% active. AID 2544, 2010;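 active = inhibition reaching a set limit with compound at 10 µM in the primary screen, cut at about 35% in these data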;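 also: plate controls were DMSO wells with enzyme for no effect and no-enzyme buffer wells for full effect; values of inactives mirror those of a sister screen read the other way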
mIAP block – inhibitors of mouse IAP, primary screen, biochemical, luminescence, uHTS. inhibition, % at 10 µM. AID 2806, 2010. intestinal alkaline phosphatase [Mus musculus]. 330,000 tested, 0.2% active. purified mouse IAP, CDP-Star luminescence, 30 min;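 active = inhibition of at least 40% at 10 µM in the primary screen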;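 also: plate controls were DMSO with enzyme for no effect and no enzyme wells for full effect; values of inactives mirror those of a sister screen read the other way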
APOBEC3A inh – APOBEC3A ssDNA deaminase inhibitors, primary screen, selectivity assay for APOBEC3G inhibitor project, biochemical, FAM/TAMRA oligo cleavage fluorescence; DNA dC->dU-editing enzyme APOBEC-3A (Homo sapiens), P31941; recombinant A3A, FAM/TAMRA ssDNA deamination fluorescence; inhibition, % at 20 µM; 330,000 tested, 0.41% active;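 active = at least 40% inhibition at 20 µM here, with at most 30% in a related deaminase screen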;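 also: plate controls were A3A with DMSO for no effect and wells lacking A3A enzyme for full effect; some results filed as inactive read as strong as hits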
Target sequence (P31941 whole entry, looked up): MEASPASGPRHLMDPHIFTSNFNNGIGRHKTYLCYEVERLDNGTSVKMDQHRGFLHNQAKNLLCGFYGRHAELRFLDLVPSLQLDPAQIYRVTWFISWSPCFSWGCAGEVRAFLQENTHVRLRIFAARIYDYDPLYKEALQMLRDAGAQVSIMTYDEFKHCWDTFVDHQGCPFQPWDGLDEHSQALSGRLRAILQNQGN
* hit, by the source's call; & = joins results of further samples.

SMILES | TIM10 inh | NLRP3 yeast inh | mIAP act | tim10-1 inh | APOBEC3G inh | MIN6 prolif | hIAP inh | mIAP block | APOBEC3A inh
O=c1c2cc(N3CCOCC3)ccc2[nH]c(=S)n1Cc1ccccn1 | -2 | 3 | 0.93 | -2 | -2 | 1 | 0 | 7 | 0
CCC(Oc1ccccc1)C(=O)N(CC)CC(=O)NCc1ccc(F)cc1 (stereo not given) | 5 | 16 | 1 | 17 | -3 | -1 | -8 | -4 | 1
NS(=O)(=O)c1ccc(NS(=O)(=O)c2ccc(NC(=S)Nc3ccccc3)cc2)cc1 | -8 | 24 | 1 | 19 | 8 | 2 | -10 | -4 | -3
CCOCCCNC(=O)C1CCCN(S(=O)(=O)c2ccc(-n3cnnn3)cc2)C1 (stereo not given) | 0 | 6 | 1.2 | -12 | -2 | 0 | -12 | -16 | 4
Cc1[nH]c2ccc(OC(F)(F)F)cc2c1CCN1C(=O)c2ccc(C(=O)O)cc2C1=O | -6 | 9 | 1 | 5 | -1 | -1 | -8 | -1 | 0
O=C(NN=C1CCCCCCC1)c1ccccn1 | 7 | 24 | 0.95 | 13 | -3 | 0 | 18 | 5 | 0
Cc1ccc(C)c(NC2=C(Cl)C(=O)OC2OC(C)C)c1 (stereo not given) | -8 | 19 | 0.97 | 12 | -16 | -1 | -7 | 3 | -3
Cc1ccc(NC(=O)CSc2nnc(C)n2CC2CCCO2)cc1 (stereo not given) | -19 | 8 | 1.1 | -3 | -3 | -3 | -10 | -9 | -1
Cc1ccc(N2CCN(S(=O)(=O)c3ccc4c(c3)n(C)c(=O)c(=O)n4C)CC2C)cc1 (stereo not given) | -2 | 9 | 1 | 15 | -1 | 0 | -2 | -3 | -2
Oc1ccc(C2=Nn3c(nnc3-c3ccco3)SC2)cc1O | 6 | 17 | 0.8 | -5 | -4 | 3 | 23 | 20 | -5
Cc1ccc2c(CN3CCN(S(=O)(=O)c4ccccc4C(F)(F)F)CC3)cc(=O)oc2c1 | 4 | -6 | 0.98 | 5 | -4 | -4 | -6 | 2 | -1
COc1ccc2c(c1OC)C(=O)OC2c1c(O)nc(SC)n(-c2ccccc2)c1=O (stereo not given) | -3 | -4 | 1 | -7 | 0 | 1 | -9 | -3 | 3
Cc1nc2nc(C)c(CCC(=O)NCCCN3CCN(c4cccc(Cl)c4)CC3)c(C)n2n1 | -8&-18 | 0&11 | 0.83&0.99 | 3&-3 | -4&-3 | -2&0 | -3&1 | 17&1 | 0&-1
CCOC(=O)N1CCN(C(=O)C2CCCN(Cc3nc(-c4ccc(Cl)cc4)oc3C)C2)CC1 (stereo not given) | 14 | 6 | 0.93 | 13 | -7 | -7 | 4 | 7 | -1
N#CCN1CCC(c2cc(-c3ccco3)n[nH]2)CC1 | 6 | -4 | 0.99 | -2 | -6 | 3 | 12 | 0 | -4
COc1ccc(CCNC(=O)CC2SC(=NCCc3ccccc3)NC2=O)cc1OC (stereo not given) | 12 | 20 | 0.99 | 18 | -3 | -2 | -10 | 1 | -3
Cc1ccc(NC(=O)CCC2CC(C)(C)OC2=O)cc1 (stereo not given) | 0 | 5 | 0.98 | 12 | -1 | -3 | -9 | 2 | 4
CC(C)(C)c1nn(-c2ccccc2)c2[nH]c(=O)c(CNCc3ccc4c(c3)OCO4)cc12 | 28 | 17 | 1 | 44* | -4 | -4 | -49 | -2 | -5
CCOC(=O)c1ccc2[nH]c3c(c2c1)CCCC3C(=O)OCC (stereo not given) | 19 | 31 | 1 | 30 | -9 | 1 | 1 | -1 | 1
C#CCOC(=O)Nc1cc(C)n(-c2ccccc2)n1 | -16 | 2 | 1 | -7 | -7 | -2 | -10 | -1 | -2
COc1cccc(N2CCN(C3OC(=O)c4ccccc43)CC2)c1 (stereo not given) | 2 | 11 | 0.97 | 2 | -1 | -2 | 2 | 3 | -1
Cc1cccc(NC(=O)C2CCCN(S(=O)(=O)c3ccc(-n4cnnn4)cc3)C2)c1 (stereo not given) | 11 | 10 | 1 | -20 | -2 | 1 | -13 | -2 | 0
Cc1cccc(C)c1OCC(N)C(C)C (stereo not given) | 15 | 12 | 1.1 | 8 | 44 | 1 | -9 | -8 | 62
O=C(NNS(=O)(=O)c1ccc(Cl)cc1)c1cc(-c2ccccc2)n[nH]1 | -16 | 22 | 0.77 | 5 | -1 | -3 | -41 | 23 | 5
COc1ccccc1Oc1ccc(NC(=O)c2ccc(Cl)cc2)cc1 | -43 | 22 | 1 | 3 | -4 | 0 | -18 | -3 | -1

Next part:
SMILES | TIM10 inh | NLRP3 yeast inh | mIAP act | tim10-1 inh | APOBEC3G inh | MIN6 prolif | hIAP inh | mIAP block | APOBEC3A inh
COc1ccccc1N1CCN(/N=C/c2cc([N+](=O)[O-])ccc2Cl)CC1 | 17 | 14 | 0.83 | 15 | -9 | -3 | 7 | 17 | -3
Cc1ccc(S(=O)(=O)c2c(N)n(NC(=O)c3ccco3)c3nc4ccccc4nc23)cc1 | 0 | -3 | 0.86 | 3 | -5 | -1 | -4 | 14 | -3
O=C(O)/C(=C\c1ccc(Cl)cc1)c1ccc(F)cc1 | -26 | -5 | 1 | 32 | -3 | -4 | -8 | -2 | -4
Cc1cc(C(=O)N/N=C/c2ccccn2)c2ccccc2n1 | 12 | 18 | 0.85 | -12 | -8 | 2 | 11 | 14 | -3
CCOc1ccc(S(=O)(=O)Nc2nc3ccccc3nc2N2CCN(C)CC2)cc1 | -32 | 22 | 1.1 | -23 | -9 | 0 | -34 | -10 | -5
CC(=O)Nc1ccc(C(=O)CSc2ncn(-c3ccccc3)n2)cc1 | 21 | 8 | 0.95 | 19 | 0 | 1 | 2 | 5 | 0
COCCn1c(-c2ccc(OC)c(OC)c2)nc2ccccc21 | 5 | 15 | 0.89 | -5 | -4 | -1 | -14 | 11 | 1
CCOC(=O)c1ccc2c(c1)C1C=CCC1C(C(=O)OCC)N2 (stereo not given) | 1 | 26 | 1 | 18 | -4 | -4 | -14 | -1 | -1
CC(C)c1nnc(NC(=O)c2cnccn2)s1 | 11 | 2 | 1 | 21 | 0 | 0 | 12 | 0 | 2
Cc1oc(-c2ccccc2Cl)nc1CN1CCCCC1c1cccnc1 (stereo not given) | 12 | -3 | 0.98 | 25 | -3 | -1 | 2 | 2 | 0
CC(=O)Nc1nonc1NC(=O)CSC1=NCCS1 | -3 | 9 | 0.99 | 10 | 4 | 2 | -6 | 1 | 10
CCOC(=O)c1ccc(-n2c(C)nc3c(cnn3-c3ccccc3Cl)c2=O)cc1 | 16 | 20 | 1.1 | 20 | 3 | -1 | -8 | -6 | 6
Cc1ccccc1NC(=O)C1CCC(C)(C(=O)O)C1(C)C (stereo not given) | -5 | 19 | 0.9 | 6 | 1 | -1 | -13 | 10 | 1
Cc1c(O)ccc2c(CC(=O)N[C@@H](Cc3c[nH]c4ccccc34)C(=O)O)cc(=O)oc12 | 6 | 1 | 1 | -11 | -2 | 2 | -1 | 0 | -1
Cc1c(NC(=O)CN2CCN(c3ccc(O)cc3)CC2)c(=O)n(-c2ccccc2)n1C | -1 | 7 | 1.1 | -11 | 6 | -3 | 17 | -5 | 0
COc1ccc(-n2c(SCC(=O)Nc3cc(C)on3)nc3c(c2=O)SCC3)cc1 | -10 | 2 | 0.99 | 3 | 1 | 6 | 7 | 1 | 0
CC(OC(=O)c1ccc(-n2cnnn2)cc1)C(=O)Nc1ccccc1[N+](=O)[O-] (stereo not given) | -2 | 10 | 0.86 | 12 | -7 | 0 | 4 | 14 | -3
COc1ccc(-c2ccnc3c(C(=O)O)cnn23)cc1 | 2 | 15 | 0.94 | -7 | -5 | 0 | 12 | 6 | -5
O=C(CNCc1ccc(F)cc1)Nc1ccccc1[N+](=O)[O-] | -4 | 9 | 0.91 | 16 | -7 | 3 | 2 | 9 | -5
Cc1ccc(S(=O)(=O)N2CCN(CCOc3c(Cl)cccc3Cl)CC2)cc1C | 16 | 18 | 1.1 | 21 | -8 | -8 | 12 | -13 | -4
Cc1cccc(NC(=O)CSc2ncnc3sc(C)c(C)c23)n1 | -3 | 12 | 0.91 | 28 | -1 | 0 | -23 | 9 | 3
O=C(Nc1ccccc1C(=O)OCc1nnc(-c2ccccc2)o1)c1ccco1 | 4 | 26 | 0.95 | 25 | 1 | -1 | 10 | 5 | 2
CCc1nnc(NS(=O)(=O)c2ccc(N=Cc3c(C)[nH]n(-c4ccc(C)cc4)c3=O)cc2)s1 | 7 | 6 | 1 | 11 | -10 | -2 | -23 | -4 | -5
CCOCCCNc1ccc(-c2ccccc2)nn1 | 0 | 12 | 0.93 | 8 | -3 | -4 | -4 | 7 | -3
COc1ccc2cc(C(=O)C3CCCN(C(=O)/C=C/c4ccccn4)C3)ccc2c1 (stereo not given) | -4 | 8 | 1.1 | 17 | -7 | 0 | -13 | -8 | -4

Other structures.
SMILES | TIM10 inh | NLRP3 yeast inh | mIAP act | tim10-1 inh | APOBEC3G inh | MIN6 prolif | hIAP inh | mIAP block | APOBEC3A inh
Cc1ccc(C)c(N2CCN(S(=O)(=O)c3ccc4c(c3)NC(=O)CO4)CC2)c1 | 6 | -1 | 1.2 | 39 | -7 | -6 | -22 | -17 | -5
Cc1ccc(C)c(N2CCN(C(=O)CN3C(=S)NC(C)(C)CC3C)CC2)c1 (stereo not given) | 13 | 21 | 1 | 32 | -7 | 3 | 0 | -3 | 0
O=C(NC1C=CS(=O)(=O)C1)c1ccccc1 (stereo not given) | 27 | -10 | 0.99 | 3 | -1 | -3 | -13 | 1 | -2
COc1cc(/C=C/C(=O)OC(C)C(=O)Nc2ccc(Cl)cn2)ccc1OC(F)F (stereo not given) | -2 | 30 | 1 | 12 | -4 | -1 | -10 | 0 | -1
CN1CCCc2cc(C#N)c(=O)[nH]c21 | 8 | -5 | 0.95 | 6 | -4 | 2 | 7 | 5 | -2
Cc1ccc(C(=O)OCC(=O)NC2CCCC2)cc1 | 8 | 11 | 0.93 | 0 | -5 | -3 | 8 | 7 | -2
CCN(CC(=O)NCc1cccs1)S(=O)(=O)c1ccc(NC(C)=O)cc1 | 4 | -7 | 1 | -17 | -2 | -1 | -24 | -1 | 4
CCN(CC)C(=O)/C(=C\c1ccncc1)NC(=O)c1ccccc1 | 2 | -14 | 0.96 | 9 | -5 | -1 | -4 | 4 | -3
